BCR signal inh: inhibitors of chronic active B-cell receptor signaling. hit rate 0.05% among 340,000. AID 493014. ABC-DLBCL IkBa-CBG/CBR reporter, luminescence ratio, 4 h. Potency, µM (doses to about 46.1 µM), for inactives: at the highest dose ratio change, negative = lower green/red ratio, usual class: inhibitors; active = well fitted inhibition curve with a large enough effect in the signal ratio, with a control signal flat, not every such curve was filed as active; inconclusive = small, poorly fitted or top-dose-only effect, or effect the other way, or a change in a side signal; the % refers to the signal ratio;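 note: potency is the fitted concentration of half-maximal effect; plate controls were basal doxycycline-induced cells for no effect and cells given 10 µM MG132 for full effect; MG132 reads +100%, hits lower the ratio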
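Compounds up to 46 uM were incubated four hours with TMD8 cells whose green CBG68 luciferase is fused to IkappaBalpha; red CBR luminescence normalised the signal, and concentration-effect curves were fitted to fusion, red and ratio data.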
TSG101-PTAP inh: blocks PTAP/TSG101 interaction to inhibit HIV-1 budding; Q99816; Fluorescence polarization, FITC-PTAP peptide / Tsg101 binding; Potency, µM (titrated, usually from 115 µM), for the others: at the highest dose activity change, negative = inhibition, actives largely listed as inhibitors; 340,000 tested, under 10 active; active = well fitted inhibition curve with a large enough effect in the main read-out, with a control signal flat, not every such curve was filed as active; inconclusive = small, poorly fitted or top-dose-only effect, or effect the other way, or a change in a side signal; inactive = no such curve, though single readings can be large or run the other way; note: potency is the fitted concentration of half-maximal effect; % of control where 0% means no effect
Target sequence (Q99816 whole entry, looked up): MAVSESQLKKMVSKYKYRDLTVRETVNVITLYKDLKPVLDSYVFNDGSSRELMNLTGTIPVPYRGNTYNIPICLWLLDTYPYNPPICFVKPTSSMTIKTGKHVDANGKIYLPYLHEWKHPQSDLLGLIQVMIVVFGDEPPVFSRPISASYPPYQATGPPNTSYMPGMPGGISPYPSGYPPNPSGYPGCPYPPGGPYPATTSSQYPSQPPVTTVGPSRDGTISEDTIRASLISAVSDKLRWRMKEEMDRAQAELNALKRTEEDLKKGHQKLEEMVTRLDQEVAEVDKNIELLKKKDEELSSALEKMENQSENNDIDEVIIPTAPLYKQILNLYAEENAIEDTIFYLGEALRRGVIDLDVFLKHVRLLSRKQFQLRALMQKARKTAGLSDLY
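Compounds were pin-transferred onto Tsg101 binding domain (10 uM final) in HEPES pH 7.5 buffer, then FITC-PTAP peptide was added at 50 nM final. After 20 min at RT, polarization reported peptide displacement across a qHTS concentration series.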
Eya2 phos inh: inhibitors of human Eya2 phosphatase activity; Potency, µM (highest dose often 76.9 µM), for inactives: at the top dose activity, negative = inhibition, actives largely listed as inhibitors; recombinant Eya2, OMFP fluorescence dephosphorylation (OMFP is methylfluorescein phosphate); hit rate 0.006% among 330,000; AID 488837; note: potency is the fitted concentration of half-maximal effect; % is set by controls: 0 for no effect and ±100 for the full control effect
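Eya2 (0.2 uM) preincubated 10 min at ambient with compound, then OMFP substrate added at 50 uM; 10 min reaction in 50 mM HEPES pH 7.5, 50 mM NaCl, 5 uM MgCl2, 0.05% BSA, 1 mM DTT. Fluorescence read at Ex 485/Em 525 nm.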
a7 integrin act: integrin-mediated muscular dystrophy alleviation activation. AID 624291. hit rate 0.064% among 350,000. alpha7betagal myoblasts, beta-gal FDG fluorescence, 48 h. Potency, µM (titrated, usually from 38.3 µM), for the others: top-dose activation, usual class: activators;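 note: potency is the fitted concentration of half-maximal effect; 100% = response of the positive control SU9516; nearly all actives have a fitted effect of over 60% in size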
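Alpha7betagal+/- myoblasts (passage 13) were plated 16-24 hr, then exposed to compounds (1:260 dilution of DMSO stock) for 48 hours at 37C. After MPER lysis, β-galactosidase reporter activity was read as FDG fluorescence (ex 480/em 540) after 30 minutes.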
ELG1 DNA repair: inhibitors of ELG1-dependent DNA repair in HEK293T cells; hit rate 2.3% among 330,000; Potency, µM (highest dose often 46.1 µM), for the others: at the highest dose activity change, negative = inhibition, most hits filed as inhibitors; HEK293T ELG1-luciferase reporter, luminescence, 16 h; DNA damage induced by 5-fluorouridine; note: potency is the fitted concentration of half-maximal effect; % is set by controls: 0 for no effect and ±100 for the full control effect; nearly all actives have a fitted effect of over 55% in size
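Step one: seed 2,000 cells per well. Step two: pin-transfer compound or DMSO alongside 5-fluorouridine. Step three: incubate 16 hr, 37 °C, 5% CO2. Step four: add ONE-Glo, wait 30 min, read luminescence.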
A-T KAP1 phos: candidate therapy for ataxia-telangiectasia | […] A-T fibroblasts, KAP-1 phosphorylation AlphaLISA; neocarzinostatin DNA damage 30 min before lysis | Potency, µM (doses to about 57.5 µM), inactives show at the top dose activation, actives largely listed as activators | hit rate 0.19% among 320,000 | AID 485349; note: potency is the fitted concentration of half-maximal effect; % of control where 0% means no effect; nearly all actives have a fitted effect of over 45% in size
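ATM-like activity read as KAP-1 phosphorylation via AlphaLISA donor/acceptor antibody pairs after lysis and 6 hr at 25C. Cells were ATM-null patient fibroblasts ([…], hTERT), dosed 60 min, then exposed to the DSB inducer NCS for 30 min.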
TSHR antagonist: blocks TSH signaling through the human TSH receptor. P16473. TSHR-expressing cells, TSH-stimulated cAMP HTRF, 2 h; active compounds read low. activity change, negative = inhibition, % at 11.5 µM. hit rate 0.2% among 330,000. AID 504810;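 active = activity change below a set negative limit, meaning inhibition stronger than a set level, cut at about -70% in these data; inconclusive = activity change between two set negative limits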; note: % is set by controls: 0 for no effect and ±100 for the full control effect
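Inhibition of cAMP made by TSHR-expressing cells under TSH stimulation (4nM final, EC80; 2 h, 37 deg C) is quantified with a one-step lysis HTRF kit, anti-cAMP cryptate versus cAMP-d2.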
Tb PFK inh: blocks T. brucei phosphofructokinase; Potency, µM (doses to about 57.5 µM), for the others: at the highest dose activity, negative = inhibition, most hits filed as inhibitors; AID 485367; hit rate 0.17% among 330,000; T. brucei PFK, ADP-Glo luminescence;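 note: potency is the fitted concentration of half-maximal effect; 0% = uninhibited 1x PFK enzyme wells and -100% = no-enzyme wells; nearly all actives have a fitted effect of over 60% in size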
Target sequence (O15648 whole entry, looked up): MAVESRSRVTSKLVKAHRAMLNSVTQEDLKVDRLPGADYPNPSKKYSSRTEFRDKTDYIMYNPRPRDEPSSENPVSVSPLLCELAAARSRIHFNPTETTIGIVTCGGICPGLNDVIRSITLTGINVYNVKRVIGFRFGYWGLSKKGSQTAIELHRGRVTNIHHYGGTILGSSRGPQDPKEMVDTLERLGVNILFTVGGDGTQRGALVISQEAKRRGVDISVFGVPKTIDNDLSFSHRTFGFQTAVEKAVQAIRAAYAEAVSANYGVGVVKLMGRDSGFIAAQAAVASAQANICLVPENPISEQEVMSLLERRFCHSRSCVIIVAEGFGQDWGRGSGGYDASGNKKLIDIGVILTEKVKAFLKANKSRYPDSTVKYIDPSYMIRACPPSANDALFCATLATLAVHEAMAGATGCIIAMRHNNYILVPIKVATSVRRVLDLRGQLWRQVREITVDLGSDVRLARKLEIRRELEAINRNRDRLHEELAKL
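In TEA buffer at pH 8.0 with 5 mM MgCl2, enzyme (1.25 nM) converted F6P (0.5 mM) and ATP (0.1 mM) for 45 min at room temperature. ADP product was read by luciferase luminescence.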
Mito fusion act: blocks mitochondrial division or promotes mitochondrial fusion | S. cerevisiae fusion-defective mutant growth rescue, CellTiterGlo 48 h | Potency, µM (doses to about 46.1 µM), for inactives: top-dose growth rescue (activation), actives largely listed as activators | hit rate 0.23% among 320,000 | AID 485298;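 note: potency is the fitted concentration of half-maximal effect; % of control where 0% means no effect; nearly all actives have a fitted effect of over 45% in size; temperature-sensitive fusion mutants such as fzo1-1 at 37 °C on non-fermentable ethanol glycerol medium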
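Read-out: ATP-based luminescence (CellTiterGlo, 10 min ambient) reporting growth of fusion-defective ts yeast after 48 hours at 37C on glycerol/ethanol YPEG medium in the presence of compound.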
TCR act: activators of T cell receptors; primary human leukocytes, anti-CD3, IL-2 HTRF, 48 h; Potency, µM (highest dose often 9.22 µM), without a hit: top-dose activation of IL-2 secretion, most hits filed as activators; 330,000 tested, under 10 active; note: % of control where 0% means no effect
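HTRF read-out of IL-2 secretion: europium cryptate donor excited at 320nm, d2 acceptor emission at 665nm. Cells were primary human leukocytes incubated 48 hr with compounds and a-CD3 beads, supplying TCR signal only.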
S-ASM inh: blocks human secretory acid sphingomyelinase | hit rate 0.006% among 340,000 | Potency, µM (top dose mostly 57.5 µM), for inactives: at the top dose activity change, negative = inhibition, usual class: inhibitors | P17405 | placental ASM, HMU-PC fluorogenic substrate, 60 min; note: potency is the fitted concentration of half-maximal effect
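qHTS format. ASM enzyme prepared from human placenta hydrolyses the fluorogenic substrate HMU-PC0 (9 uM final) over 60 min at 37 °C after a 10 min compound preincubation.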
Starred values were filed as active, the others as inactive; ? = inconclusive; · = no result given; [ ] = another dose, or the depositor's remark. Unless noted, calls come from the whole dose curve; as a rule, active = well fitted curve in the direction sought with a large enough effect; inconclusive = small, poorly fitted or top-dose-only effect, or another doubt; inactive = no such curve, though single readings can be large; an effect the other way counts as inactive or inconclusive. Random draw from the library; 3.2% or so of the library scored in one or more.

[1] Cc1ccc(NC(=O)CN(C)C(=O)COC(=O)c2ccc(Cl)cc2O)cc1
[2] CCOc1ccc(-n2ccnc(SCC(=O)NC3CCCC3)c2=O)cc1
[3] CCOc1ccccc1OCC(=O)Nc1cc(S(=O)(=O)N2CCCCC2)ccc1OC
[4] CCCCOc1ccc(C(=O)NCC(=O)N2CC(C)CC(C)C2)cc1 (stereo not drawn)
[5] O=C(c1ccccc1)N1CCN(C(=O)c2nn3c(C(F)(F)F)cc(-c4ccccc4)nc3c2Br)CC1
[6] CCOc1cc(C2/C(=C(/O)c3ccc(OC(C)C)cc3)C(=O)C(=O)N2CCCOC)ccc1O (stereo not drawn)
[7] CC(=O)O/N=C(/c1nonc1N)N1CCN(c2ccc([N+](=O)[O-])cc2Cl)CC1
[8] CCn1c(CN2C(=O)CSc3ccccc32)n[nH]c1=S

entry no.	1	2	3	4	5	6	7	8
BCR signal inh	-3%	-21%	8%	1%	-7%	19%	?	9%
TSG101-PTAP inh	0%	-1%	1%	-4%	-3%	-3%	0%	4%
Eya2 phos inh	12%	6%	-2%	-12%	10%	2%	-1%	-10%
a7 integrin act	-11%	-53%	-9%	6%	-31%	20%	18%	-18%
ELG1 DNA repair	-10%	?	0%	?	?	?	2%	0%
A-T KAP1 phos	1%	3%	7%	-4%	-2%	-5%	-1%	8%
TSHR antagonist	-6	17	-12	-6	4	-10	-15	4
Tb PFK inh	0%	2%	-5%	-5%	17%	1%	0%	-5%
Mito fusion act	0%	1%	-4%	2%	-3%	3%	10%	0%
TCR act	-9%	9%	·	7%	-9%	3%	-1%	-9%
S-ASM inh	1%	21%	8%	0%	-1%	0%	4%	1%

Next section; the last 2 above are carried over.
[7] CC(=O)O/N=C(/c1nonc1N)N1CCN(c2ccc([N+](=O)[O-])cc2Cl)CC1
[8] CCn1c(CN2C(=O)CSc3ccccc32)n[nH]c1=S
[9] O=C(CSc1ccc2c(c1)OCCO2)Nc1ccc(Cl)cn1
[10] O=C(CN1C(=O)NC(c2ccccc2)(c2ccccc2)C1=O)NCCNCCO
[11] O=C1c2ccccc2C(O)(c2ncc[nH]2)N1C1CCCCC1 (stereo not drawn)
[12] O=C(O)CN1C(=O)C2(OCCCO2)c2ccccc21
[13] C=CCc1cccc2ccc(=O)oc12
[14] CCOC(=O)c1c(NC(=O)CC2Nc3cc(C)c(C)cc3NC2=O)sc(C)c1C (stereo not drawn)
[15] Cc1ccc(C(=O)N/C(=C\c2cn(C)c3ccccc23)C(=O)NCCCn2ccnc2)cc1
[16] C=CCOc1c(Br)cc(/C=C2/NC(=S)N(C(C)=O)C2=O)cc1OC

entry no.	7	8	9	10	11	12	13	14	15	16
BCR signal inh	?	9%	3%	2%	0%	0%	?	2%	-12%	?
TSG101-PTAP inh	0%	4%	-6%	-5%	-3%	-3%	0%	?	-2%	1%
Eya2 phos inh	-1%	-10%	-25%	-12%	-3%	10%	-6%	0%	4%	-6%
a7 integrin act	18%	-18%	-6%	8%	15%	7%	-12%	9%	25%	12%
ELG1 DNA repair	2%	0%	-3%	-1%	-2%	8%	12%	27%	9%	-13%
A-T KAP1 phos	-1%	8%	-5%	9%	-5%	-4%	6%	-12%	8%	-4%
TSHR antagonist	-15	4	-14	-3	6	2	5	-2	-3	-34
Tb PFK inh	0%	-5%	3%	1%	1%	22%	0%	-7%	3%	-6%
Mito fusion act	10%	0%	-1%	1%	4%	-4%	1%	-7%	-1%	-15%
TCR act	-1%	-9%	-2%	9%	4%	-4%	-2%[46.1 µM]	-2%	5%	-3%
S-ASM inh	4%	1%	-1%	0%	1%	0%	2%	2%	-3%	28%

[17] O=C(CN1C(=O)NC2(CCCCCCC2)C1=O)Nc1ccc(Br)cc1
[18] COc1ccc(OC)c(NC(=O)NC2CCCCCCC2)c1
[19] CCN1CCN(C(=O)NS(=O)(=O)c2ccc(C)cc2)CC1
[20] COc1ccc(-c2csc(Nc3cccc(C)n3)n2)cc1C
[21] O=C(CN1C(=O)C2C3C=CC(C3)C2C1=O)Nc1nc(-c2ccccn2)cs1 (stereo not drawn)
[22] CN(C)/N=C/c1ccc([N+](=O)[O-])cc1[N+](=O)[O-]
[23] COc1ccc(NC(=O)CN(C)S(=O)(=O)c2ccccc2)c([N+](=O)[O-])c1
[24] COC(=O)/C(C#N)=C1/SC=C(C)N1c1ccccc1

entry no.	17	18	19	20	21	22	23	24
BCR signal inh	?	0%	3%	?	?	9%	8%	0%
TSG101-PTAP inh	0%	-5%	-3%	-2%	-4%	-6%	8%	-6%
Eya2 phos inh	24%	-9%	?	-1%	-4%	17%	4%	16%
a7 integrin act	21%	-33%	3%	1%	-9%	-257%[inhibitor]	2%	?
ELG1 DNA repair	-4%	-1%	9%	?	?	-3%	19%	10%
A-T KAP1 phos	5%	8%	3%	7%	·	0%	-5%	-1%
TSHR antagonist	30	-5	-3	-1	-5	9	-1	32
Tb PFK inh	0%	0%	1%	-1%	0%	-13%	-1%	-13%
Mito fusion act	1%	-3%	2%	13%	1%	6%	-2%	15%
TCR act	-2%	-4%	-4%	-2%	5%	-10%	-1%	-2%
S-ASM inh	-4%	-1%	0%	-3%	-1%	-1%	-1%	2%

[25] CC(C)S(=O)(=O)c1csc(C(=O)Nc2ccc(F)cc2)c1N
[26] O=C(C[C@@H]1C/C=C\CCC(=O)OC[C@@H]2CCCN2C1=O)N[C@@H](CO)Cc1ccccc1
[27] O=C(CSc1nnc(-c2ccncc2)n1-c1ccc(F)cc1)NC(=O)NCc1ccco1
[28] CC(=O)n1cc([C@@H]2C=C(C(=O)N3CCOCC3)O[C@H](OCCCCO)C2)c2ccccc21
[29] OC1(c2ccc(Br)cc2)CCN(Cc2cccc(Br)c2)CC1
[30] O=C1/C(=C/c2cccc3ccccc23)CCCc2ccccc21
[31] COc1cccc(CC(=O)OC(C)C(=O)Nc2ncc(Cl)cc2Cl)c1 (stereo not drawn)
[32] Cc1c(N=Nc2ccc(O)cc2)c(=O)n(-c2ccccc2)n1C

entry no.	25	26	27	28	29	30	31	32
BCR signal inh	?	2%	13%	-10%	5%	?	?	-8%
TSG101-PTAP inh	1%	2%	-10%	-3%	-4%	0%	5%	0%
Eya2 phos inh	0%	-1%	-18%	-3%	-11%	0%	20%	5%
a7 integrin act	-35%	25%	9%	0%	-31%	-4%	-3%	0%
ELG1 DNA repair	?	?	-10%	-11%	9%	?	-6%	-2%
A-T KAP1 phos	-5%	4%	0%	-3%	·	5%	11%	-1%
TSHR antagonist	-10	2	-3	8	3	-8	-2	13
Tb PFK inh	-5%	1%	-8%	-1%	-3%	-1%	-2%	-2%
Mito fusion act	-5%	·	-1%	-3%	-13%	14%	2%	3%
TCR act	27%	1%	5%[46.1 µM]	7%	1%	1%[46.1 µM]	6%	5%
S-ASM inh	0%	1%	2%	0%	0%	-6%	6%	-9%

[33] CCN(CC)c1ccc(/C=N/n2c(-c3ccccc3Br)n[nH]c2=S)cc1
[34] CCOC(=O)[C@H]1[C@H]2COc3ccc(Cl)cc3[C@@H]2N2C(=O)CN(Cc3ccc(F)cc3)C(=O)[C@@]12C
[35] Cc1cc2c3c([nH]c2cc1S(=O)(=O)N1CCC2(CC1)OCCO2)CCCC3=O
[36] Cc1nc(S/C(=C\c2ccc(-c3ccc(C(=O)O)c(Cl)c3)o2)C(=O)O)n[nH]1

entry no.	33	34	35	36
BCR signal inh	-11%	?	-19%	?
TSG101-PTAP inh	3%	0%	2%	6%
Eya2 phos inh	-25%	0%	1%	8%
a7 integrin act	-7%	-2%	-15%	9%
ELG1 DNA repair	?	?	?	-5%
A-T KAP1 phos	-8%	16%	0%	-9%
TSHR antagonist	-2	-4	-1	4
Tb PFK inh	3%	1%	-3%	11%
Mito fusion act	-3%	15%	0%	1%
TCR act	9%	-3%	-5%	3%
S-ASM inh	194%[activator]	6%	1%	-6%

Screening data as filed in PubChem.
